Assay outcomes: PubChem BioAssay, Sanford-Burnham Center for Chemical Genomics
Gli-Sufu antag – Gli-Sufu pathway antagonists, primary screen, luciferase luminescence, Sufu-KO-LIGHT cells, uHTS. Sufu-KO-LIGHT fibroblasts, Gli luciferase reporter luminescence. inhibition, % at 5 µM. 340,000 tested, 0.74% active. AID 588413, 2011;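 active = inhibition above about 55%, limit read from the data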;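 note: 0% = DMSO-treated cells and 100% = wells with medium but no cells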
697 NFkB inh – inhibitors of PMA/ionomycin-induced NF-kB reporter, 697 cells, primary screen, B-cell NF-kB inhibitor project, cell-based, luminescence, uHTS | 697 B-cell NF-kB luciferase reporter, 16 h | inhibition, % at 4 µM | 330,000 tested, 0.33% active; in the data active = inhibition above about 35%
Apaf-1 inh – inhibitors of human Apaf-1 apoptosome, primary screen, biochemical, DEVD-Rh110 fluorescence, uHTS | 330,000 tested, 0.71% active | inhibition, % at 20 µM | Apoptotic protease-activating factor 1 (Homo sapiens), O14727 | reconstituted apoptosome caspase-3 activity; active = inhibition of at least 40% at 20 µM;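 note: plate controls were DMSO wells for no effect and DEVD-CHO caspase inhibitor wells for full effect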
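Material: cell-free apoptosome with Apaf-1, procaspase-3 and caspase-9; Buffer or medium: Hepes pH 7.5 with detergent and BSA; Reagent: cytochrome c trigger plus (Z-DEVD)2-Rh110 caspase-3 substrate; Times: compound with Apaf-1, dATP, procaspase-3 30 min, then 50 min reaction, room temperature; Technique: Rh110 fluorescence intensity.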
HKDC1 inhibitor – HKDC1 hexokinase inhibitors, primary screen, biochemical, fluorescence, uHTS | Q2TB90 | inhibition, % at 20 µM | AID 493160, 2011 | 340,000 tested, 0.16% active | recombinant HKDC1, G6PDH/diaphorase resazurin coupled fluorescence;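 active = inhibition above about 35% when tested at 20 µM, limit read from the data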;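 note: plate controls were DMSO wells with enzyme for no effect and DMSO wells lacking enzyme for full effect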
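Test system: Recombinant HKDC1 (HK5) hexokinase enzyme, produced in-house | Input: HKDC1 at 5 µg/mL | Buffer or medium: Tris pH 8.0 buffer with MgCl2, Tween-20, BSA, BME | Schedule: 90 min reaction incubation at room temperature, dark | Technique: Resazurin-to-resorufin fluorescence via G6PDH and diaphorase coupling, 525/613 nm | Controls: DMSO wells with and without enzyme mix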
Jurkat NFkB inh – inhibitors of induced NF-kB luciferase reporter, primary screen, TCR NF-kB activation inhibitor project, cell-based, luminescence, uHTS. Jurkat, PMA/ionomycin-induced NF-kB luciferase reporter. inhibition, % at 4 µM. 330,000 tested, 0.53% active. AID 435003, 2010
SENP7 inh – SENP7 protease inhibitors, primary screen, biochemical, luminescence, uHTS | recombinant SENP7, Z-RLRGG-aminoluciferin luminescence, 40 min | inhibition, % at 5 µM | 330,000 tested, 1.5% active;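 active = inhibition above about 50% at the single test dose, limit read from the data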;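 note: plate controls were DMSO with enzyme for no effect and no enzyme buffer wells for full effect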
Target sequence (Q9BQF6 706-1050 limits assumed): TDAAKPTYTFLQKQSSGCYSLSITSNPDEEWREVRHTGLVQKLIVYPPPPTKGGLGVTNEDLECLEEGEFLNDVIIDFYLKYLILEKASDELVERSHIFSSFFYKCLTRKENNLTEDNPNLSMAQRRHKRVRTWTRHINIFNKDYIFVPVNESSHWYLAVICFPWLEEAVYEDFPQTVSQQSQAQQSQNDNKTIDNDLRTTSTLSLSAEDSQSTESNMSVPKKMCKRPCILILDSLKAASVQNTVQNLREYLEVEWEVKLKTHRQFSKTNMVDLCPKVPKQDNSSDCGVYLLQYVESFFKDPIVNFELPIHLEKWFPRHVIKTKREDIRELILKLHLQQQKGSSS
UBC13 polyUb – UBC13 polyubiquitin chain formation inhibitors, primary screen, biochemical, TR-FRET, uHTS; Ubiquitin-conjugating enzyme E2 N (Homo sapiens), P61088; inhibition, % at 20 µM; 330,000 tested, 0.47% active; in the data active = inhibition above about 45%, passing the limit was not always enough
Target sequence (P61088 whole entry, looked up): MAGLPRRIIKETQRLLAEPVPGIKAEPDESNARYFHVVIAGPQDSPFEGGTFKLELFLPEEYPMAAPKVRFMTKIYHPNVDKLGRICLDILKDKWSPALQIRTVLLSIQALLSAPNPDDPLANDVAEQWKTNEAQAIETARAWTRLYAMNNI
SENP8 block – SENP8 protease inhibitors, primary screen, biochemical, luminescence | Sentrin-specific protease 8 (Homo sapiens), Q96LD8 | purified SENP8, Z-RLRGG-aminoluciferin cleavage | inhibition, % at 10 µM | 330,000 tested, 1.2% active
Target sequence (Q96LD8 whole entry, looked up): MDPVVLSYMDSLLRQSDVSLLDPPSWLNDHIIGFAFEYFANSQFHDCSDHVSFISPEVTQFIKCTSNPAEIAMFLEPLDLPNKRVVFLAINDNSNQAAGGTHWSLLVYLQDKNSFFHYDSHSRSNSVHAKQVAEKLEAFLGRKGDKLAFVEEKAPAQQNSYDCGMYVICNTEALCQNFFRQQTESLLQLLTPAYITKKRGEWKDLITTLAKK
Starred values were filed as active, the others as inactive; nt = not tested or not shown. Cut-off read from the data, not from the text of the source, unless noted: active = inhibition above about 50%; inactive = the rest.

SMILES | 697 NFkB inh | Gli-Sufu antag | SENP8 block | Apaf-1 inh | UBC13 polyUb | SENP7 inh | Jurkat NFkB inh | HKDC1 inhibitor
O=C(NCCc1cccc(Cl)c1)c1ccc(Cl)c([N+](=O)[O-])c1 | -25 | -6 | -1 | 0 | 7 | -2 | 13 | -8
CO/N=C/C1CCN(c2ncc(C(F)(F)F)cc2Cl)C1=O (centres undefined) | 12 | -11 | -2 | -10 | 8 | -5 | -6 | -6
Cn1c(CCN2CCN(c3ccc(F)cc3)CC2)nc2cc(NC(=O)c3ccco3)ccc21 | -13 | 10 | -6 | 13 | -8 | 4 | -1 | -4
C=CCNC(=S)/C(=C(/[O-])c1ccc([N+](=O)[O-])cc1)[n+]1ccccc1 | -5 | 0 | -6 | 8 | -7 | -6 | -5 | -7
Cc1ccccc1NC(=O)CC1C(=O)Nc2ccccc2N1CC(=O)N(C)C1CCS(=O)(=O)C1 (centres undefined) | -1 | -2 | -10 | 4 | -12 | -16 | -2 | -2
CN(C)/C=C/C(=O)c1ccc(-n2cccc2)cc1 | -63 | -73 | -15 | 5 | -11 | -10 | -57 | -9
CCOC(=O)c1csc(NC(=O)CN2CCN(C)CC2)n1 | -6 | -14 | -3 | -1 | 5 | 4 | -1 | -1
CSc1ccccc1NC(=O)C1CCN(S(C)(=O)=O)CC1 | 6 | -6 | 5 | -19 | -1 | -6 | 9 | -3
CC(C(=O)Nc1cc(C(F)(F)F)ccc1N1CCOCC1)N1C(=O)C2CCCCC2C1=O (centres undefined) | 13 | 0 | -2 | -13 | -4 | -1 | 11 | 0
Cc1ccc(/C=C/C(=O)NCc2ccncc2)cc1 | 3 | 1 | 2 | -1 | -2 | 6 | 2 | -2
CCOc1ccccc1N(CC(=O)NC1CCCC1)S(=O)(=O)c1ccc(C)cc1 | 0 | -3 | -10 | 17 | 2 | -11 | -9 | -1
CC(=O)Oc1ccc(/C=N/NS(=O)(=O)c2ccc(C)cc2)c(OC(C)=O)c1 | -6 | 30 | 1 | 1 | -10 | 8 | -7 | -5
COc1ccc(CCn2c(C)cc(C(=O)CSc3nnnn3-c3ccccc3)c2C)cc1 | 23 | 9 | 3 | 24 | -4 | 2 | 5 | -4
CC(C)(C)NC(=O)CSc1nc2ccc(Nc3nc(N4CCOCC4)nc(N4CCOCC4)n3)cc2s1 | 9 | 32 | 1 | 23 | 6 | 6 | 2 | -4
O=C(NC1CCCCC1)c1ccccc1NC(=S)NC(=O)C1CC1 | -2 | -1 | 6 | 3 | 8 | 0 | 1 | -2
COc1ccc(CCNC(=O)CSc2nncs2)cc1 | -14 | 1 | -11 | 0 | -7 | -7 | -20 | -9
O=C(Cn1cc([N+](=O)[O-])cn1)NCc1ccc(-n2cccn2)cc1 | 11 | 1 | -6 | 2 | -3 | -3 | 4 | -7
O=C(c1cccs1)N1CCc2c([nH]c3ccccc23)C1c1ccc(Cl)cc1 (centres undefined) | -127 | 4 | 3 | 3 | -1 | 0 | 10 | 9
CCOC(=O)C1=C(c2ccccc2)NC(SCC)=C(C#N)C1c1cccnc1 (centres undefined) | 22 | 3 | 6 | 16 | -5 | 7 | 8 | 4
Nc1nnc(Cc2ccc(F)cc2)s1 | 2 | 1 | 6 | -10 | 2 | 2 | 3 | -7
CC(C)(C)OC(=O)N[C@@H](C(=O)OC(C)(C)C)c1ccccc1 | 12 | -4 | 0 | 6 | -10 | -4 | -2 | -4
CN(C)CCNC(=O)Nc1ccc(Cl)c(Cl)c1 | 9 | 3 | -3 | -1 | 13 | 0 | 5 | -6
COc1ccc([C@@H]2C[C@@H](c3ccccc3)Oc3cc(OC)c(OC)c(OC)c32)cc1 | -6 | 19 | 3 | 20 | -2 | 2 | 13 | 0
CCOc1cc(-c2nnc(NC(=O)c3ccco3)o2)cc(OCC)c1OCC | 27 | -5 | -8 | -1 | -12 | -4 | 14 | -11
C(=C\c1ccccc1)/C=N/Nc1nc(N2CCCCC2)nc(N2CCCCC2)n1 | 3 | 0 | 2 | 0 | -1 | 4 | 1 | -7
COC(=O)c1ccc(C23CC4(C2)[C@H](CN(Cc2ccc(-c5ccccc5)cc2)[C@@H]4c2ccccc2)C3c2ccc(C(F)(F)F)cc2)cc1 (some centres undefined) | 16 | 12 | 5 | 38 | -30 | 6 | 14 | 0
O=C(CC1C(=O)NCCN1C(=O)Nc1ccc(C(F)(F)F)cc1)Nc1ccc(F)cc1 (centres undefined) | 8 | 8 | -13 | 5 | 0 | -3 | -10 | 3
Cc1nc(-c2ccc(Cl)cc2)sc1C1(C)CC(c2cccc(F)c2)=NO1 (centres undefined) | -7 | -28 | -1 | 12 | -5 | 5 | -16 | 2
COc1cccc(NC(=O)Cn2c(CCC(=O)O)ccc2-c2ccccc2)c1 | 14 | 2 | 20 | 6 | 2 | 1 | 1 | -5
O=C(NC(=S)Nc1nc(-c2ccccc2)cs1)c1cncc(Br)c1 | -35 | 9 | 1 | 15 | -6 | -8 | -23 | -8
Cc1ccc(S(=O)(=O)CCC(=O)NC2CCCCC2)cc1 | 7 | 7 | -13 | 2 | 0 | -8 | 3 | 0
c1ccc(OCCN2C3=NCCN3c3ccccc32)cc1 | 4 | -24 | 0 | 12 | 3 | 3 | 6 | -3
C#CCN(C(=O)c1cc(COc2cccc(C(F)(F)F)c2)on1)C1CCCCC1 | -2 | 4 | -4 | 34 | -4 | 1 | 2 | 6
CC(C)NC(=S)N/N=C1\CCCc2ccccc21 | 11 | -4 | 2 | 3 | 0 | 1 | 2 | 6
CCc1nc2nc(C)c(NS(=O)(=O)c3ccc(CC(C)C)cc3)c(=O)n2[nH]1 | -2 | -1 | -4 | 11 | -4 | -19 | 7 | 1
COc1cccc(N(C(=O)c2ccco2)C(C(=O)NC2CCCC2)c2ccc(N(C)C)cc2)c1 (centres undefined) | -1 | 1 | 9 | 13 | -11 | 7 | 17 | -6
O=S(=O)(Nc1ccc2ccccc2n1)c1ccccc1 | -18 | 48 | -5 | -4 | -8 | 8 | 1 | 2
COc1ccc2[nH]c3c(c2c1)CCN1C(=O)C(CC(=O)NCc2ccc(OC)c(OC)c2)C[C@H](C(=O)N2CCOCC2)[C@@]31CCC1CCCC1 (some centres undefined) | 13 | 7 | nt | 21 | nt | -4 | nt | 1
Cn1nc(C(=O)OCC(=O)N(Cc2ccccc2)C(C)(C)C)c2ccccc2c1=O | -3 | -12 | -5 | 16 | 1 | -13 | 2 | -1
N#C/C(C(=O)N1CCOCC1)=C1/SC(Cc2ccc(F)cc2)C(=O)N1c1ccccc1 (centres undefined) | -2 | nt | 2 | -5 | -2 | 1 | 2 | -17
CN(CC(=O)Nc1ccc(F)cc1)C(=O)C1Cc2ccccc2CN1S(C)(=O)=O (centres undefined) | 19 | -10 | 8 | -6 | 7 | -1 | -7 | -5
COc1ccc(C(=O)CN2C(=O)c3ccccc3C2=O)cc1 | -11 | -4 | -3 | -165 | 5 | 2 | 7 | 3
Cn1c(=O)[nH]c(=O)c2c1nc(SCc1ccccc1Cl)n2CC(N)=O | 14 | nt | -14 | 4 | -2 | 10 | -4 | nt
CCc1cccc(C)c1NC(=O)CN1C(=O)NC(C)(CCC(C)C)C1=O (centres undefined) | 12 | -5 | 1 | -8 | 5 | 1 | 11 | -4
O=C(O)c1cc(O)ccc1N=Nc1ccccc1 | 14 | -5 | 5 | -1 | -4 | -4 | 11 | -4
CCN(C(=O)COC(=O)CNC(=O)c1ccc(C)c(C)c1)C1CCS(=O)(=O)C1 (centres undefined) | 9 | -5 | -4 | -13 | 0 | 4 | -9 | -4
Cc1cc(NC(=O)CSc2nnc(C3CC3)n2C)no1 | -7 | -4 | -11 | 3 | -10 | -44 | -4 | 0
CCN1C(=O)c2ccc(C(=O)Nc3ccc(O)cc3C)cc2C1=O | 0 | -10 | -2 | 4 | -4 | -10 | 16 | 2
O=C(Nc1cccnc1)c1cc2c(ccc3ccccc32)o1 | -5 | -108 | 61* | 15 | -5 | 82* | -165 | 0
CCCCCc1nc2sc3c(c2c(=O)n1N)CCC3 | 5 | 7 | -4 | 2 | 2 | -4 | 14 | -2
CCc1cccc2c(C(=O)COC(=O)c3nccnc3N)c[nH]c12 | -6 | -23 | -13 | 2 | -3 | -11 | -2 | -2
O=C(CCl)c1ccc2[nH]c(=O)oc2c1 | 9 | -15 | -7 | -6 | -1 | -7 | 1 | 5
Cc1cccc(OCCOC(=O)CN2C(=O)NC3(CCCC3)C2=O)c1 | 7 | -8 | -15 | 7 | -3 | -14 | -5 | -1
Nc1cc(N)nc(SCc2ccc(Cl)cc2)n1 | -3 | -29 | -8 | -2 | 3 | 6 | -20 | -4
CC(c1cccs1)N(Cc1ccco1)C(=S)Nc1ccc(F)c(Cl)c1 (centres undefined) | 28 | -4 | 4 | -9 | -5 | -2 | 14 | -7
COc1ccc(S(=O)(=O)N2CCC(N3CCN(Cc4ccccc4)CC3)CC2)cc1 | 12 | 24 | 3 | -5 | 3 | -1 | 27 | 5

Entries from the list above with a thiophene ring, fused or not, in the order listed:
SMILES | 697 NFkB inh | Gli-Sufu antag | SENP8 block | Apaf-1 inh | UBC13 polyUb | SENP7 inh | Jurkat NFkB inh | HKDC1 inhibitor
O=C(c1cccs1)N1CCc2c([nH]c3ccccc23)C1c1ccc(Cl)cc1 (centres undefined) | -127 | 4 | 3 | 3 | -1 | 0 | 10 | 9
CCCCCc1nc2sc3c(c2c(=O)n1N)CCC3 | 5 | 7 | -4 | 2 | 2 | -4 | 14 | -2
CC(c1cccs1)N(Cc1ccco1)C(=S)Nc1ccc(F)c(Cl)c1 (centres undefined) | 28 | -4 | 4 | -9 | -5 | -2 | 14 | -7

(more compounds)
SMILES | 697 NFkB inh | Gli-Sufu antag | SENP8 block | Apaf-1 inh | UBC13 polyUb | SENP7 inh | Jurkat NFkB inh | HKDC1 inhibitor
CCC(C)C(=O)Nc1nnc(SCC(=O)NC2CCCC2)s1 (centres undefined) | -11 | -3 | -4 | 3 | -4 | -9 | -9 | -3
O=C(COc1cccc(Cl)c1)NCC(c1cccs1)N1CCOCC1 (centres undefined) | 10 | 1 | 0 | 8 | 0 | 5 | -11 | -5
COc1ccc(NC(=O)CSc2nc3c(c(=O)n2-c2ccccc2)SCC3)c(OC)c1 | 12 | 3 | -7 | 13 | -7 | 3 | 0 | 3
O=[N+]([O-])c1c(NCCCO)cc(N2CCN(Cc3ccc4c(c3)OCO4)CC2)c2nonc12 | -3 | 22 | -8 | 27 | -2 | 13 | 0 | 4
Cc1ccc(Nc2nc(N)nc(CSc3nnc(C)s3)n2)cc1 | -90 | -38 | -20 | -8 | 4 | 13 | -34 | -5
O=S(=O)(Nc1cc(S(=O)(=O)N2CCOCC2)ccc1NCC1CCCO1)c1ccccc1F (centres undefined) | 19 | -3 | -1 | 4 | -3 | 6 | 11 | -1
CN(C(=O)c1c[nH]c(=O)cc1C(F)(F)F)c1ccc(Cl)cc1 | -2 | 7 | 0 | 0 | 1 | 3 | -7 | -4
